High-throughput results as filed in PubChem BioAssay.
XiGFP reactiv: activators of inactive X chromosome reactivation, primary screen, imaging, XiGFP fibroblasts, GFP high-content imaging, set 2; XiGFP mouse fibroblasts, % GFP-positive cells imaging, 3 d; cells co-treated with 5-aza-dC sensitizer; scaled so ellipticine positive control = 100%; activation, % at 7.58 µM; hit rate 0.055% among 360,000;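 active means mean normalized replicate activation at least 10% and every replicate at or above 10%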;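 further: 0% = median of on-plate neutral control wells and 100% = ellipticine 6 µM median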
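System: SV40-immortalized XiGFP fibroblast cells, line 68-5-11 / Incubation: 3-day compound exposure, then 15 min fixation at room temperature / Compound: single concentration per compound, delivered by pin transfer / Buffer or medium: DMEM plus 5-aza-dC sensitizer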
RAD54 inh: inhibitors of human RAD54 branch migration, primary screen, biochemical, fluorescence, single point; hit rate 0.14% among 360,000; inhibition, % at 10.4 µM; RAD54 Holliday junction branch migration, FAM/BHQ fluorescence; DNA repair and recombination protein RAD54-like (Homo sapiens), Q92698; AID 602329, 2012;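 active means mean normalized replicate activity at least 40 and at least half of replicates scoring 40 or more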;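 further: 0% = median of neutral control wells and 100% = median of positive control wells; inhibitors cause a drop in the FAM fluorescence signal; in these data hits start at about 50%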
Target sequence (Q92698 whole entry, looked up): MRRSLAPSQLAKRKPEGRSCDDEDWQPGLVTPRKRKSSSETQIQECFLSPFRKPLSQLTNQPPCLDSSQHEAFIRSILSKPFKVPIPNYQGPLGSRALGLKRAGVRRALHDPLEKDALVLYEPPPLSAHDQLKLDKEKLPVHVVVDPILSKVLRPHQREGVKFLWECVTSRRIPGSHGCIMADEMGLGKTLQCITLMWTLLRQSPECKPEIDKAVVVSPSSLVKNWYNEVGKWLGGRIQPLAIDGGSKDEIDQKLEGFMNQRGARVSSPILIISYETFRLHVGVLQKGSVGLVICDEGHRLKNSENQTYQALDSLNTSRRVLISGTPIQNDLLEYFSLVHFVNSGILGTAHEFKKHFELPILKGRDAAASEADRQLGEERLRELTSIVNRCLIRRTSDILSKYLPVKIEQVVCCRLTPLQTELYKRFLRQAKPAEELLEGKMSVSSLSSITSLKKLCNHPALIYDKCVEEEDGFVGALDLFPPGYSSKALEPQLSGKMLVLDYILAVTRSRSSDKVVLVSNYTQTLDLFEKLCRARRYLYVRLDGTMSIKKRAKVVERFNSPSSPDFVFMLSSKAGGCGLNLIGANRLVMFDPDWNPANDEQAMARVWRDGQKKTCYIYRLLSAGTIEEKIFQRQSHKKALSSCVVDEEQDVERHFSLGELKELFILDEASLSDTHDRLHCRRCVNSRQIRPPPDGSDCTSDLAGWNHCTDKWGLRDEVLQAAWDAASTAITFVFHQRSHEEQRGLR
esBAF inh: Bmi1 luciferase reporter increase in mESCs, primary screen, esBAF inhibitor project, mouse ES cells, Bmi1 luciferase knock-in, single point; 24 h; 100% = twice the neutral-well signal; reporter increase, % at 12.5 µM; hit rate 2% among 350,000; in the data active means activation above about 40%;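 further: 0% = median of the plate's neutral control wells and 100% = double that signal; a rise in the Bmi1 reporter signal indicates esBAF inhibition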
ERAP1 HTS inh: human ERAP1 aminopeptidase inhibitors, primary screen, biochemical, single point, plate reader | Endoplasmic reticulum aminopeptidase 1 (Homo sapiens), Q9NZ08 | inhibition, % at 10.7 µM | AID 652197, 2013 | recombinant ERAP1, Leu-AMC fluorescence, 60 min | hit rate 0.15% among 340,000;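 active means mean replicate inhibition of at least 30%, or all replicates individually reaching that 30% level; inactive means mean below 30% and not every replicate reaching it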;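 further: 0% = neutral control wells and 100% = L-leucinethiol positive control wells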
E-sel inducer: E-selectin induction in HUVECs, primary screen, imaging, HUVEC, immunofluorescence imaging, single point; P16581; AID 686992, 2013; hit rate 0.37% among 260,000; normalized: neutral wells 0, TNF-alpha wells 100; activation, % at 7.58 µM;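 active means mean E-selectin-positive cell signal at least 10% of the positive control, reached in at least 60% of replicates, without over 20% cell loss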;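 further: in these data hits start at about 27%; measured in HUVEC primary endothelial cells; signal is the percent of cells scored E-selectin positive by PE staining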
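assay system = HUVEC, human umbilical vein endothelial cells | input = 3,000 HUVEC seeded per well | medium = EGM-2 growth medium on 0.1% gelatin-coated wells | dosing = one compound dose added by pin transfer | signal = immunofluorescence imaging | read-out basis = % PE-positive cells | control set = TNF-alpha, DMSO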
S100A4 inh HTS: inhibitors of S100A4-myosin IIA peptide binding, primary screen, biochemical, fluorescence polarization, TAMRA-MyoIIA peptide; AID 652163, 2013; Protein S100-A4 (Homo sapiens), P26447; hit rate 0.14% among 360,000; inhibition, % at 10.7 µM;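 active means mean inhibition of at least 70% across replicates, with every replicate also reaching that level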
Target sequence (P26447 whole entry, looked up): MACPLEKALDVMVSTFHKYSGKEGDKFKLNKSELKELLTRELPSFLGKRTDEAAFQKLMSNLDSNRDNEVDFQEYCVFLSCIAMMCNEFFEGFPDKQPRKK
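Material: S100A4 monomer (human). Medium: Calcium-containing HEPES buffer, pH 7.2. Probe or stimulus: labelled myosin peptide probe, 5 nM. Compound dosing: one concentration per compound. Timing: polarization read 5 min after assay mix addition, stable 5–60 min. Benchmarks: DMSO as neutral control, TFP as positive control.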
ERp5 inh: inhibitors of ERp5-driven insulin aggregation, primary screen, biochemical, turbidity, absorbance 650 nm, single point | hit rate 0.05% among 350,000 | 90 min | inhibition, % at 9.99 µM | Protein disulfide-isomerase A6 (Homo sapiens), Q15084;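 active means mean replicate inhibition above about 25%, with every replicate also reaching it, limit read from the data, passing the limit was not always enough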
RAD52 anneal inh: RAD52 DNA annealing inhibitors, primary screen, biochemical, FRET, single point, set 2; recombinant RAD52 DNA annealing, FRET fluorescence; DNA repair protein RAD52 homolog (Homo sapiens), P43351; hit rate 0.46% among 360,000; inhibition, % at 18.7 µM;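 active means every replicate showing at least 50% inhibition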
Numbers without * were called inactive; · = no result given. Rows were taken by chance (roughly 2.5% active in at least one column).

Molecule	XiGFP reactiv	RAD54 inh	esBAF inh	ERAP1 HTS inh	E-sel inducer	S100A4 inh HTS	ERp5 inh	RAD52 anneal inh
CSc1ncnc2c1ncn2CCCNCC1CCCO1 (configuration not stated)	1.0	0	-5	0	·	-4	2	-4
COc1ccc(S(=O)(=O)N[C@H]2CC[C@H](CC(=O)N3CCN(c4ccccc4)CC3)O[C@@H]2CO)cc1	0.4	3	8	2	-0.2	-15	1	-16
Cc1ccc(S(=O)(=O)N2CCN(C(=O)NCc3ccc(F)cc3)CC2)c(C)c1	-0.1	-5	-1	-5	0.0	1	4	-13
Cc1nc2sccn2c(=O)c1S(=O)(=O)NCc1ccccc1	-0.1	6	-5	5	·	-4	6	-8
Cc1nn(C)c(C)c1NC(=O)COc1ccc(F)cc1Br	-0.1	-3	6	-3	-0.2	0	4	-7
COc1ccc(Cn2nnc3ccccc32)cc1	0.0	-52	1	-1	·	1	-3	28
O=C(O)c1cc(NS(=O)(=O)c2cccs2)cc(NS(=O)(=O)c2cccs2)c1	0.0	4	-9	0	-0.2	-4	2	-15
CCCS(=O)(=O)NC(=O)C1(C)CCCN(C(=O)c2cc(-c3cccs3)oc2C)C1 (configuration not stated)	0.0	-4	13	1	·	10	3	-10
Cc1ccc(S(=O)(=O)N2CCC(C(=O)NCc3ccccc3CN3CCCC3)CC2)cc1C	-0.1	-3	-7	-2	·	-1	-2	-21
CCC1CCCCN1CCNC(=O)C1CCCN(S(=O)(=O)c2cccc3nsnc23)C1 (configuration not stated)	0.3	2	6	0	·	-5	4	-14
C[C@@H]1CCCCO[C@H](CN(C)Cc2ccc3c(c2)OCO3)[C@@H](C)CN([C@H](C)CO)C(=O)c2cc(NS(=O)(=O)c3cccs3)ccc2O1	-0.1	-22	1	·	-0.1	·	·	·
Cc1ccc(C)c(C(=O)COc2ncnc3ccccc23)c1	0.0	4	8	-2	24	-5	-1	-5
O=c1ccc(-c2ccc(S(=O)(=O)Nc3cccc(Br)c3)o2)n[nH]1	0.0	·	4	-2	·	0	0	-17
CC(C)Cc1nnc(NC(=O)CCC(=O)NC2CCCCC2)s1	0.1	3	-3	2	·	1	-1	-7
Cc1csc(/C(=N\O)c2csc(C)n2)n1	·	-15	-5	0	·	-5	1	-9
CN1C(=O)c2cc(NC(=O)C3CCOCC3)ccc2OC[C@H]2O[C@@H](CC(=O)NCC3CCCCC3)CC[C@H]21	0.1	8	1	-3	0.0	2	1	-4
CN(CC(=O)OCC(=O)c1c(N)n(C)c(=O)n(C)c1=O)S(=O)(=O)c1ccc(Cl)cc1	0.4	·	·	0	·	2	4	-2
Cc1noc(C)c1NC(=O)Nc1ccc2c(c1)CC(=O)N([C@H](C)CO)C[C@H](C)[C@@H](CN(C)S(=O)(=O)c1cccs1)O2	-0.2	2	3	1	-5.7	7	-4	4
COc1ccc(/C(O)=C2/C(=O)C(=O)N(CCCN3CCOCC3)C2c2ccc(OC)cc2)cc1 (configuration not stated)	0.0	-13	-2	0	·	-1	1	12
CC1CCN(c2ccc(-c3cccc(NC(=O)c4ccco4)c3)nn2)CC1	0.2	-1	-46	1	·	6	-1	-20
[O-]/[N+](=C\C=C\c1ccccc1)c1ccccc1	0.0	5	34	2	6.2	-2	3	-17
COc1ccc(N2CC(C(=O)Nc3c4c(nn3-c3ccccc3)CS(=O)(=O)C4)CC2=O)cc1 (configuration not stated)	-0.2	-2	-2	1	0.5	-5	10	-9
COCC(=O)N1C[C@@H](C)[C@H](OC)CN(C)C(=O)c2cc(NC(=O)C3CCC3)ccc2OC[C@@H]1C	0.1	-13	0	-3	0.2	-11	-2	7
Cc1ccc([C@@H]2CC(=O)[C@@H]3CN(S(=O)(=O)c4ccc(C)cc4)[C@H](c4ccccc4F)C[C@@H]3N2S(=O)(=O)c2ccc(C)cc2)cc1	0.4	-1	5	-8	-0.2	-2	2	-8
O=C(NC1CC1)C1CC(=O)N(C2CCCCC2)C1 (configuration not stated)	·	1	-7	2	·	0	1	7
CC(C)(CNCc1ccccc1)NS(=O)(=O)c1ccccc1	0.0	-2	-7	-3	-1.5	1	-6	1
CC(C)Cc1nnc(NC(=O)CCC(=O)Nc2ccc(Cl)cc2)s1	0.0	·	·	-2	0.9	-2	3	-10
CC(=O)N1CCN(c2ccc(NC(=O)c3ccc(C(C)(C)C)cc3)cc2)CC1	·	-1	16	-4	·	-12	-7	-8
C[C@@H]1CN([C@H](C)CO)C(=O)Cc2cc(NC(=O)Nc3ccc4c(c3)OCO4)ccc2O[C@H]1CN(C)CC1CC1	0.2	-1	-1	-2	-16	-2	-7	16
CC1(OC(=O)C2CCCC2)C(=O)C=C2C=C(c3ccsc3)N(CCc3ccccn3)C=C2C1=O (configuration not stated)	0.0	1	-3	3	0.0	-1	5	-41
O=C(C[C@H]1C[C@@H]2c3cc(NC(=O)Nc4ccc(C(F)(F)F)cc4)ccc3O[C@@H]2[C@@H](CO)O1)NCc1cccnc1	0.1	-4	1	-1	0.4	8	-3	15
O=C(NC(=S)NCC1CCCO1)c1cccs1 (configuration not stated)	-0.1	·	·	-2	·	2	2	4
Brc1ccccc1C1Cc2nnccc2CN1 (configuration not stated)	0.5	·	·	2	-0.4	2	-2	0
Cc1ccc(NC(=O)c2ccc3c(c2)OCO3)cc1S(=O)(=O)N1CCOCC1	0.0	-3	19	0	·	-18	4	-11
CC1=Nc2cc(C(=O)NCCCOC(C)C)ccc2Sc2ccc(C)cc21	-0.2	-1	·	·	0.6	-7	-1	-19
Cc1nn(-c2ccccc2)nc1C(=O)Nc1ccc2c(c1)OCCO2	0.0	1	-1	-3	-0.4	1	-4	-18
Cc1ccc(S(=O)(=O)NC(C)C(c2cccs2)N2CCN(c3ccccc3)CC2)cc1 (configuration not stated)	0.0	12	0	3	0.0	2	-10	-8
CCc1ccc(NC(=O)CSc2n[nH]c(=O)n2C2CC2)cc1	-0.1	-1	0	-2	0.3	4	8	-4
C=CCn1c(=O)c2c(nc3n2CC(C)CN3CCc2ccccc2)n(C)c1=O (configuration not stated)	0.0	10	-1	4	·	-5	3	7
CC(C)(C)Sc1ccc([N+](=O)[O-])cc1C(=O)Nc1ccncc1	0.0	·	·	3	0.0	0	4	-7
COc1ccc(CC(=O)NNc2ncnc3c2cnn3-c2ccc(C)cc2)cc1OC	0.0	·	·	0	-1.6	-4	0	-10
C[C@@H]1CN([C@@H](C)CO)C(=O)Cc2cc(NS(=O)(=O)c3ccc(F)cc3)ccc2O[C@@H]1CN(C)C(=O)Nc1ccccc1	-0.2	3	-1	1	0.0	-5	1	-15
COc1ccc(NC(=O)N(C)C[C@@H]2Oc3ccc(NS(=O)(=O)c4ccccc4)cc3C(=O)N([C@@H](C)CO)C[C@@H]2C)cc1	-0.8	-1	-3	3	·	13	-13	7
C[C@H]1CN([C@@H](C)CO)S(=O)(=O)c2ccc(-c3ccncc3)cc2O[C@@H]1CN(C)C(=O)CN(C)C	0.3	5	-2	4	-0.2	4	14	12
O=C(c1ccccc1F)N1CCCC(C(=O)N2CCc3ccccc3C2)C1 (configuration not stated)	0.0	·	-3	-1	12	-1	-5	-15
COc1ccc(CNC(=O)COC(=O)c2nc3nc(C)cc(C)n3n2)cc1	-0.1	1	3	-2	·	1	1	-14
COc1cccc(Oc2cc(NN3CCCCC3)c([N+](=O)[O-])cc2[N+](=O)[O-])c1OC	0.2	-1	5	-5	·	1	-5	-2
Cc1onc(-c2ccc(Cl)cc2)c1-c1ccnn1S(=O)(=O)c1cccc(C(F)(F)F)c1	0.0	3	·	·	·	-6	2	-18
O=C(O)C1C2C=CC(C2)C1C(=O)Nc1cccc(C(F)(F)F)c1 (configuration not stated)	0.2	2	-6	-3	·	-3	0	-13
CN(C(=O)Cn1cccc1C1=NC(c2ccccc2)CO1)c1ccccc1 (configuration not stated)	0.5	·	·	5	·	4	0	-8

Further records follow:
Molecule	XiGFP reactiv	RAD54 inh	esBAF inh	ERAP1 HTS inh	E-sel inducer	S100A4 inh HTS	ERp5 inh	RAD52 anneal inh
CCC(=O)Nc1ccc2c(c1)C(=O)N(C)C[C@@H](OC)[C@H](C)CN(CCc1ccccc1)[C@H](C)CO2	0.4	-10	3	-2	0.1	-3	9	13
Cc1nc(C)c(-c2csc(Nc3ccc(N)cc3)n2)s1	0.0	5	22	-3	3.2	-8	2	-15
O=C1c2ccccc2C(=O)c2[nH]c(=O)[nH]c21	-0.1	0	-68	0	-0.1	24	0	4
Cn1c(N)c(C(=O)COC(=O)CCOc2ccc(C(C)(C)C)cc2)c(=O)n(C)c1=O	0.0	·	·	-3	·	-1	-4	-4
Cc1ccc(S(=O)(=O)N2C[C@H]3C(=O)C[C@@H](c4ccccc4F)N(S(=O)(=O)c4ccc(C)cc4)[C@H]3C[C@H]2c2ccccc2F)cc1	0.0	0	6	-4	-0.2	7	-5	-6
CN(Cc1ccco1)C(=O)C1CCN(c2nnc(-n3cccc3)s2)CC1	0.0	2	-3	1	·	-2	-1	-10
O=C(/C=C/c1ccccc1)Nc1ccc2c(c1)OCCO2	0.0	·	-14	4	·	0	-1	-15
O=c1c2cn[nH]c2[nH]c(=S)n1-c1ccccc1Cl	-0.1	·	·	-1	0.0	1	3	-12
CN(c1ccc(C(=O)NCc2ccncc2)cc1)S(=O)(=O)c1ccc(Cl)cc1	0.0	9	-1	0	0.6	-7	6	-12
O=C(NCCCCO)c1c(-c2ccccc2)oc2c1C(OCCCCCO)CCC2 (configuration not stated)	0.0	·	·	·	0.0	-8	-1	-23
C[C@H](NC(=O)c1ccc(Br)cc1)C(=O)NCc1ccc(S(N)(=O)=O)cc1	0.0	8	-2	-1	·	-12	1	0
C[C@@H]1CN([C@H](C)CO)C(=O)c2cc(NC(=O)Cc3cn(C)c4ccccc34)ccc2O[C@H]1CN(C)Cc1ccccc1	0.2	8	-3	-2	-0.4	-3	-1	-13
COc1ccccc1-c1cn(CC[C@H]2CC[C@H](NC(=O)C3CCC3)[C@H](CO)O2)nn1	-0.1	-4	12	-1	0.0	9	-1	9
O=C(NCC[C@@H]1CC[C@@H](NS(=O)(=O)c2ccc(F)cc2)[C@@H](CO)O1)Nc1ccc(Cl)cc1	0.0	-4	18	1	0.0	-14	6	-21

Just ERAP1 HTS inh, E-sel inducer and RAD52 anneal inh, for 2 of the compounds above:
smiles	ERAP1 HTS inh	E-sel inducer	RAD52 anneal inh
O=C(NCC[C@@H]1CC[C@@H](NS(=O)(=O)c2ccc(F)cc2)[C@@H](CO)O1)Nc1ccc(Cl)cc1	1	0.0	-21
C[C@H](NC(=O)c1ccc(Br)cc1)C(=O)NCc1ccc(S(N)(=O)=O)cc1	-1	·	0
